p53ts 39C tox – cytotoxicity in p53ts cells at nonpermissive temperature; H1299-p53A138V viability at 39C, ATP luminescence, 24 h; Potency, µM (series often up to 46.1 µM), for inactives: at the top dose activity change, negative = cell killing, most hits filed as cytotoxic; hit rate 1.5% among 130,000; also: nearly all actives have a fitted effect of over 55% in size
p53ts 32C tox – kills p53ts cells at the permissive temperature | Potency, µM (titrated, usually from 46.1 µM), inactives show at the top dose activity change, negative = cytotoxicity, most hits filed as cytotoxic | H1299-p53A138V at 32C, ATP luminescence viability, 24 h | hit rate 0.93% among 130,000;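 also: 0% = DMSO and -100% = full killing by reference compound; nearly all actives have a fitted effect of over 55% in size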
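ATP-content luminescence (ATPlite) read-out after 24 h compound exposure at 32C in H1299-p53A138V cells (600/well). Tested up to 46 uM. Normalized to DMSO (0%) and 100 uM tamoxifen (100% killing); Hill-fit AC50.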
Peg3 imprint – induces erasure of genomic imprints in mouse ES cells | mouse ES Peg3-LacZ reporter, beta-gal luminescence, 40 h | Potency, µM (highest dose often 60.7 µM), for inactives: at the highest dose activity change, positive = activation, actives largely listed as activators | hit rate 0.02% among 110,000;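 also: 0% = negative control wells on the plate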
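Readout: BetaGlo luminescence (5 min, room temp) for LacZ from the normally silent maternal Peg3 allele in female Peg3LacZ-Neo ES cells. Cells 300/well, 40 h, 37C, 5% CO2. Data normalized per plate to negative controls.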
IkB sig inh – inhibitors of IkB signaling in ABC-DLBCL cells; Potency, µM (titrated, usually from 57.1 µM), inactives show at the highest dose IkBa stabilization activation; hit rate 0.04% among 110,000; ABC-DLBCL IkBa-CBG/CBR dual luciferase ratio, 4 h; response scale: scaled: untreated 0%, proteasome inhibitor 100%; active = well fitted curve in the direction sought with a large enough effect in the signal ratio, not every such curve was filed as active; inconclusive = small, poorly fitted or top-dose-only effect, or a change in a side signal; the % refers to the signal ratio;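 also: the direction sought is a rising ratio; 0% = basal untreated cells and 100% = reference inhibitor full response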
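Curves were fitted separately to fusion (green), unfused (red) and ratio luminescence, then classed by r2, magnitude and activity. Cells: OCI-Ly3, 4 h compound plus doxycycline at 37C; 10 uM MG-132 defined full response.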
Numbers without * were called inactive; ? = inconclusive; . = not tested or not shown; [ ] = remark or other dose. Unless noted, calls follow the shape of the dose curve; as a rule, active = well fitted curve in the direction sought with a large enough effect; inconclusive = small, poorly fitted or top-dose-only effect, or another doubt; inactive = no such curve, though single readings can be large; an effect the other way counts as inactive or inconclusive. Unless noted, % is scaled to controls: 0 for no effect and ±100 for the full control effect; potency is read from the fitted curve at half-maximal effect. Outcome played no part in choosing rows (roughly 1.7% active in at least one column).

structure	p53ts 39C tox	p53ts 32C tox	Peg3 imprint	IkB sig inh
N#CC1=C(N)OC2=C(C(=O)CCC2)C1c1ccncc1 (stereo unspecified)	6%	-5%	-3%	1.5%
CCCn1c(SCC(=O)Nc2cccc(NC(C)=O)c2)nnc1C(C)C	-1%	-6%	-12%	-0.4%
CCc1nnc(NC(=O)C2Cc3ccccc3C(=O)O2)s1 (stereo unspecified)	-6%	-2%	-8%	-1.0%
COc1cc(OC)c(-c2nn3c(-c4ccco4)nnc3s2)cc1OC	5%	0%	-19%	-1.4%
COc1ccccc1N(CC(=O)Nc1cccnc1)S(C)(=O)=O	-2%	4%	0%	5.7%
CCOC(=O)/C(C(C)=O)=C1\OC(=O)c2ccccc21	10%	-8%	2%	-0.2%
CCSc1nc2c(c(=O)[nH]1)C(c1ccncc1)C(C(=O)OC(C)C)=C(C)N2 (stereo unspecified)	0%	23%	-8%	-0.9%
Cc1cc(C(=O)NCc2cccnc2)cs1	21%	14%	-13%	-1.0%
O=[N+]([O-])c1ccc(Nc2nc(N/N=C/c3cccc(F)c3)nc(N3CCCC3)n2)cc1	0%	-14%	.	.
CCc1ccc(NC(=O)c2cc(-c3cccs3)on2)cc1	?	-14%	7%[10.9 µM]	-2.6%
CC(NC(=O)CN(c1ccc(Cl)cc1Cl)S(=O)(=O)c1ccccc1)c1ccccc1 (stereo unspecified)	26%	6%	-6%[10.9 µM]	?
Cn1c(Oc2ccc(Cl)cc2)nc2c1c(=O)n(Cc1ccc(F)cc1)c(=O)n2C	16%	10%	14%[10.9 µM]	?
CC1(C)OC2CC3C4CCC5=CC(=O)CCC5(C)C4(F)C(O)CC3(C)[C@]2(C(=O)CCl)O1 (stereo partly specified)	-5%	1%	-2%	.
CCC1CCc2c(sc3ncnc(N4CCOCC4)c23)C1 (stereo unspecified)	-11%	-17%	-6%	0.3%
CN(C)S(=O)(=O)CC12CCC(CC1=O)C2(C)C (stereo unspecified)	13%	4%	-5%	0.8%
COCCCNC(=O)c1c(N)n(-c2cccc(S(N)(=O)=O)c2)c2nc3ccccc3nc12	8%	20%	0%	-1.3%
Cc1cc(=O)n(CC(C)C)c(O)c1C#N	20%	-2%	13%	1.1%
O=C(Cn1cc2c(n1)CCCC2)Nc1cc(-c2cccc(Cl)c2)no1	11%	7%	-11%	15%
Cn1c(=O)n(C)c2cc(N3CCCC3)c(NC(=O)Nc3ccccc3)cc21	-5%	10%	-4%[10.9 µM]	2.5%
CCOc1ccc(OCC)c(NC(=O)c2[nH]c(C)c(C(C)=O)c2C)c1	-11%	8%	27%	0.0%
Cn1c(=O)c2c(n3cnnc13)-c1ccccc1CC21CCCC1	17%	2%	.	.
C[C@@H]1C[C@H](O)c2cc(Cl)ccc2N1	9%	6%	-16%	0.4%
Cc1noc(/C=C/c2ccccc2F)c1S(=O)(=O)N1CCC(C(=O)N2CCOc3ccccc32)CC1	-11%	10%	-11%[10.9 µM]	0.3%
CCC(=O)Nc1cc(-c2cccc(C)c2)nn1-c1ccccc1	-17%	-7%	6%[10.9 µM]	0.7%
CCN1CCCC1CNC(=O)COc1cc(=O)n(C)c2ccccc12 (stereo unspecified)	-22%	-6%	-18%	1.3%
Cc1ccc(C)c(NC(=O)CCc2nc(-c3ccc(C(C)(C)C)cc3)no2)c1	?	?	-6%[10.9 µM]	?
Cc1ccc(NC(=O)C(C)Sc2nc(-c3ccccc3)c(C#N)c(=O)[nH]2)c(C)c1 (stereo unspecified)	37%[activator]	0%	-12%[10.9 µM]	?
CCc1c(C)nc2ncnn2c1NCCc1ccc(OC)c(OC)c1	-8%	-5%	-10%	4.0%
O=C(COC(=O)CCC1CCCC1)Nc1ccc(Cl)cn1	-3%	6%	7%	1.4%
CCOC(=O)c1ccc(NC(=O)CSc2nccn2-c2ccc(OCC)cc2)cc1	-17%	3%	28%[10.9 µM]	?
O=C(Nc1nccs1)c1ccc(Br)c(S(=O)(=O)N2CCOCC2)c1	18%	7%	.	.
O=C1c2[nH]nc(-c3ccccc3O)c2C(c2cccc(Br)c2)N1Cc1ccncc1 (stereo unspecified)	-22%	8%	-25%[10.9 µM]	?
CCOC(=O)Cc1csc(NC(=O)c2ccc(NC(C)=O)cc2)n1	10%	3%	.	.
O=C(O)c1ccc(Nc2nc3ccccc3n3cnnc23)cc1	-15%	-14%	-55%[inhibitor][10.9 µM]	?
COc1ccccc1CNC(=O)Nc1ccc2c(c1)N(C)C(=O)c1ccccc1S2	3%	16%	-16%[10.9 µM]	?
CC1CCN(S(=O)(=O)c2ccc3c(c2)c(=O)c(C(=O)NC(C)c2ccccc2)cn3C)CC1 (stereo unspecified)	-5%	-15%	5%[10.9 µM]	?
COc1cc(C2N(c3ccc(F)cc3)C(=O)C3CCCN32)cc(OC)c1OC (stereo unspecified)	12%	3%	-12%	3.7%
COC(=O)c1c(N)n(-c2ccc(OC)c(OC)c2)c2nc3ccccc3nc12	3%	4%	-8%[10.9 µM]	?
O=C(N[C@@H](Cc1ccccc1)C(=O)CCl)OCc1ccccc1	3.2µM*	4µM*	-30%[inhibitor]	?
Cc1ccc(Cn2ccnc2SCC(=O)Nc2nnc(C)s2)cc1	-4%	1%	5%[10.9 µM]	3.2%
CC(C)(C)C1=Nn2c(nnc2-c2ccccc2F)SC1	9%	0%	-3%	-3.6%
CCOc1ccc(CNCCCSc2nnnn2C)cc1OC	10%	-3%	-12%[10.9 µM]	2.4%
Cc1cccc(C)c1-n1ncc(C(=O)N2CCN(c3ncccn3)CC2)c1C1CCN(C(=O)OC(C)(C)C)CC1	4%	-2%	-8%[10.9 µM]	?
C=CCn1sc(N)c(C(=O)OCC)c1=S	-3%	2%	-13%	0.4%
COc1ccc(C2CC(=O)N(CC(=O)Nc3cccc(C)c3C)c3ccccc3S2)cc1OC (stereo unspecified)	-26%	6%	-6%[10.9 µM]	?
Cc1c(/C(O)=C2\C(=O)C(=O)N(CCCN(C)C)C2c2ccncc2)cnn1-c1ccccc1 (stereo unspecified)	-1%	5%	8%	-5.2%
COc1cc(NC(=O)CSc2nc(-c3ccc(C(C)C)cc3)no2)cc(OC)c1	-15%	?	-15%[10.9 µM]	?
CCN(CC)c1ccc(C2CC(=O)Nc3cc(OC)c(OC)cc32)cc1 (stereo unspecified)	82%[activator]	52%[activator]	-8%	?
Cc1csc(SCC(=O)Nc2ccc(S(=O)(=O)N3CCCC3)cc2)n1	-12%	9%	-14%	0.4%
COc1ccc2nc(N3CCCCC3)c(C#N)cc2c1	-24%	?	-13%	-3.0%
Cc1cc(C)n(-c2ccc(C(=O)OCC(=O)c3c(N)n(C)c(=O)n(C)c3=O)cc2)n1	-11%	5%	-7%	?
CCOc1ccc(NC(=O)CSc2nc3nc(C)c(Cc4ccccc4)c(C)n3n2)cc1	?	-14%	-8%[10.9 µM]	?
COc1ccc(CN2C(=O)N(c3ccc(F)cc3)C(=O)C2CC(=O)Nc2ccccc2)cc1 (stereo unspecified)	-8%	-5%	-6%[10.9 µM]	1.1%
COc1cccc(CNC(=O)C2CCN(S(=O)(=O)c3ccccc3)CC2)c1	4%	5%	-12%	1.3%
O=C(Nc1cc(-c2nc3cc(Cl)ccc3o2)ccc1Cl)c1cc([N+](=O)[O-])ccc1N1CCOCC1	3%	-6%	-8%[10.9 µM]	?
CCc1ccccc1NC(=O)c1cccs1	4%	10%	.	.
Cc1ccc(S(=O)(=O)Nc2cc3c(cc2C)n(C)c(=O)c(=O)n3C)c(C)c1	-19%	-15%	-3%[10.9 µM]	-2.1%
COC(=O)Cc1c(C)c2ccc(OCC(=O)NCc3ccc4c(c3)OCO4)cc2oc1=O	10%	-2%	-9%	0.1%
O=S(=O)(NCC1CCCO1)c1cccc(S(=O)(=O)N2CCCC2)c1 (stereo unspecified)	-9%	-3%	-4%	-1.6%
CCOC(=O)c1[nH]c(C)c(C(=O)NCc2ccc(F)cc2)c1C	17%	31%[activator]	-5%[10.9 µM]	0.8%

The list goes on:
structure	p53ts 39C tox	p53ts 32C tox	Peg3 imprint	IkB sig inh
COC(=O)C1C(=O)c2c([nH]c(C(=O)OCC3CCCO3)c2C)CC1C (stereo unspecified)	?	13µM*	-18%	-2.7%
COCC(C)NCc1ccc(C)cc1C (stereo unspecified)	23%	9%	-11%	-0.3%
CCCc1cc(C(=O)OC)c(NC(=O)c2cc(C)on2)s1	5%	-5%	.	.
COCCNC(=O)C(c1ccc(C)o1)N(C(=O)c1snc(C(N)=O)c1N)c1cc(C)cc(C)c1 (stereo unspecified)	7%	7%	-9%	2.3%
CCOC(=O)CC(=O)CSc1nc2ccccc2c(=O)n1-c1ccc(C(=O)N2CCOCC2)cc1	5%	8%	-5%	0.6%
CC(=O)c1ccc2c3c(ccc(O)c13)CC2	5%	3%	-1%	-1.0%
N#Cc1nc(-c2ccco2)oc1N1CCOCC1	-3%	-5%	-3%	-3.3%
CCc1nnc(NC(=O)CSc2nnc(-c3ccncc3)n2C)s1	2%	19%	.	.
CC(C)COC(=O)n1ccc(C(=O)N2CCCCC2)n1	-6%	26%	9%	2.0%
CCOC(=O)CC1=CC(=O)Nc2ccccc2N1	6%	3%	-2%	-0.5%
COc1ccc2oc(C(=O)C3CC3)c(N)c2c1	-17%	-19%	-34%[inhibitor]	-2.4%
COc1ccccc1-c1cncnc1-n1ccnc1	7%	6%	13%	0.8%[11.4 µM]
Cc1cc(N2C(=O)C3C4c5ccccc5C(c5ccccc54)C3C2=O)no1 (stereo unspecified)	9%	-4%	-6%	-1.9%
O=C(O)COc1ccc2c(-c3ccccc3)cc(=O)oc2c1	-5%	1%	8%	-0.1%
COc1ccc(NC(=O)c2ccc(-c3nc(CSc4ccccc4)c(C)o3)cc2)c(OC)c1	18%	3%	-5%[10.9 µM]	?
COc1cccc(OC(=O)CSc2nnc(-c3ccccc3Br)o2)c1	0%	-10%	-38%[inhibitor]	-0.6%
CC1C(=O)N2CCCc3cc(S(=O)(=O)N4CCC(C(N)=O)CC4)cc1c32 (stereo unspecified)	-7%	1%	2%[10.9 µM]	?
COc1cccc(Cc2nc3ccccc3nc2SCC(=O)N2CCCc3ccccc32)c1	15%	17%	10%[10.9 µM]	0.5%
COc1ccc(OC)c(C(c2nnnn2CCC(C)C)N2CCN(C(=O)c3ccco3)CC2)c1 (stereo unspecified)	2%	20%	2%	1.1%
O=C(CSc1nnc(C23CC4CC(CC(C4)C2)C3)o1)Nc1ccc(N2CCOCC2)c(Cl)c1	10%	3%	-12%	2.9%
Cc1nonc1NC(=O)N1CCCC1	9%	4%	-9%	1.0%
COCCNS(=O)(=O)c1cc(-c2nn3c(C)nnc3c3ccccc23)ccc1C	13%	4%	-17%[10.9 µM]	?
Cc1ccc(CNc2nc(-c3ccco3)nn2S(C)(=O)=O)cc1	?	?	-20%[10.9 µM]	-1.0%

Given field by field: entries from further up.
> O=C(N[C@@H](Cc1ccccc1)C(=O)CCl)OCc1ccccc1
  p53ts 39C tox: 3.2µM*
  p53ts 32C tox: 4µM*
  Peg3 imprint: -30%[inhibitor]
  IkB sig inh: ?

> Cc1cc(N2C(=O)C3C4c5ccccc5C(c5ccccc54)C3C2=O)no1 (stereo unspecified)
  p53ts 39C tox: 9%
  p53ts 32C tox: -4%
  Peg3 imprint: -6%
  IkB sig inh: -1.9%

> Cn1c(=O)c2c(n3cnnc13)-c1ccccc1CC21CCCC1
  p53ts 39C tox: 17%
  p53ts 32C tox: 2%
  Peg3 imprint: .
  IkB sig inh: .

> Cc1csc(SCC(=O)Nc2ccc(S(=O)(=O)N3CCCC3)cc2)n1
  p53ts 39C tox: -12%
  p53ts 32C tox: 9%
  Peg3 imprint: -14%
  IkB sig inh: 0.4%
